# Assay outcomes (PubChem)
# HTT aggregate = reduces HttQ103-GFP aggregates in PC12 cells. Potency, µM (series often up to 46.1 µM), inactives show at the top dose activity change, negative = inhibition, hits mostly inhibitors. PC12 HttQ103-GFP aggregates, Acumen cytometry, 40 h. 220,000 tested, 1.1% active. AID 1688; further: on the % scale 0 is the no-effect control and ±100 the full control effect; nearly all actives have a fitted effect of over 60% in size
#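 Huntingtin Q103 exon 1–GFP aggregates in induced PC12 cells (100 nM tebufenozide) were quantified by cytometry from lysates, with compounds dosed in titration.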
# GAA glycogen mod = inhibitors or activators of human alpha-glucosidase glycogen cleavage; P10253; recombinant GAA, glycogen substrate, Amplex Red glucose oxidase fluorescence; Potency, µM (series often up to 76.4 µM), for inactives: top-dose activity change, negative = inhibition, actives largely listed as inhibitors; 300,000 tested, 0.38% active; AID 2100;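 further: 0% = full enzyme reaction and -100% = no-enzyme basal signal; the screen sought inhibitors and activators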
#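 Natural-substrate format: glycogen cleavage by 4 nM human enzyme, glucose read by Amplex Red coupling (Ex 573, Em 610 nm). Normalized to enzyme and no-enzyme controls.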
# GoLoco inh red = inhibitors of human Gai1-RGS12 GoLoco interaction (red fluorophore). Gai1:RGS12 GoLoco peptide FP, rhodamine, 10 min. Potency, µM (titrated, usually from 61.6 µM), without a hit: at the top dose activity, negative = inhibition, hits mostly inhibitors. 230,000 tested, 0.44% active. P63096; active means well fitted inhibition curve with a large enough effect, not every such curve was filed as active; inactive means no such curve, though single readings can be large or run the other way; further: on the % scale 0 is the no-effect control and ±100 the full control effect; nearly all actives have a fitted effect of over 30% in size; many of its hits are not listed in these tables
# Target sequence (P63096 whole entry, looked up): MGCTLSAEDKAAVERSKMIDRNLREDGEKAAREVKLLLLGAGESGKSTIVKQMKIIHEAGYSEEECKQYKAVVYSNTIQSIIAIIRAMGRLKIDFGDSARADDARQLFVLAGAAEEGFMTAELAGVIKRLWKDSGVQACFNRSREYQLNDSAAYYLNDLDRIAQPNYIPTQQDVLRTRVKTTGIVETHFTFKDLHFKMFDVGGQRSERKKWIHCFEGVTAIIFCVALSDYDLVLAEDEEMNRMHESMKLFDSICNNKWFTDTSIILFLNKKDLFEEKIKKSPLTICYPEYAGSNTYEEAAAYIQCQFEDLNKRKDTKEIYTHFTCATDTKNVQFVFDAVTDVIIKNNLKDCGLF
# GAA inh = alpha-glucosidase (human) inhibition; purified human GAA, 4-MU-alpha-glucoside fluorescence; Potency, µM (doses to about 76.9 µM), for the others: top-dose activity change, negative = inhibition, most hits filed as inhibitors; 200,000 tested, 0.005% active; AID 1466;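 further: plate controls were uninhibited enzyme wells for no effect and no-enzyme background for full effect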
#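 AC50 values come from Hill fits of compound titrations (up to 77 uM) against 4 nM human enzyme. Substrate 4-methylumbelliferyl-alpha-D-pyranoside at 400 uM, pH 5.0 citrate buffer, 20 min room temperature; fluorescence Ex 365/Em 440 after alkaline stop.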
# GAA spleen mod = inhibits or activates alpha-glucosidase in human spleen homogenate; P10253; Potency, µM (doses to about 79.9 µM), for the others: top-dose activity change, negative = inhibition, actives largely listed as inhibitors; 240,000 tested, 0.006% active; AID 2112; human spleen homogenate, 4-MU-alpha-glucoside fluorescence;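 further: 0% = enzyme with vehicle and -100% = no enzyme basal signal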
#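 Compounds were titrated against alpha-glucosidase in spleen homogenate at pH 5.0, with 1 mM 4-methylumbelliferyl substrate for 40 min at 37 C. Reactions were quenched with pH 10 NaOH/glycine and fluorescence measured.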
# IMPase Li cell = IMPase inhibition in cells with lithium potentiation; CHO-M1 cells, IP1 TR-FRET (IP-One), carbachol + lithium; Potency, µM (titrated, usually from 59.4 µM), for inactives: at the top dose activity, negative = IMPase inhibition, actives largely listed as inhibitors; 210,000 tested, 0.35% active; AID 1457;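 further: IP1 builds up when IMPase is blocked and the TR-FRET signal falls; plate controls were basal vehicle for no effect and high inhibitor control for full effect; nearly all actives have a fitted effect of over 50% in size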
#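 CHO-M1, 2000 cells/well, 16–30 h culture; cpd + low Li+, 30 min 37C; lysis with d2-IP1/Eu-anti-IP1 Ab, 10 min RT; TR-FRET 665/620 ratio and 620 channel; AC50 via Hill.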
# HTT ATP protect = protects HTT-Q103 PC12 cells, measured by ATP. AID 1471. PC12 HTT-Q103 induced, cytoprotection, ATP luminescence, 40 h. 230,000 tested, 0.14% active. Potency, µM (top dose mostly 56.4 µM), for the others: cytoprotection (ATP increase), actives largely listed as activators;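 further: % of control where 0% means no effect; nearly all actives have a fitted effect of over 45% in size; toxic huntingtin expression switched on by the ecdysone agonist tebufenozide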
#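 Stable PC12 Q103-GFP cells in serum-supplemented, phenol red-free DMEM; induction by tebufenozide at 100 nM final; compound dose series; cell viability quantified luminescently from ATP.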
# Numbers without * were called inactive; ? = inconclusive; nt = no result given; [ ] = another dose, or the depositor's remark. Unless noted, the call rests on the fitted dose curve; in most records, active means well fitted curve in the direction sought with a large enough effect; inconclusive means small, poorly fitted or top-dose-only effect, or another doubt; inactive means no such curve, though single readings can be large; an effect the other way counts as inactive or inconclusive. Potency means the concentration at half of the fitted maximal effect. An excerpt. The share of hits here may be higher or lower than overall.
SMILES,HTT aggregate,GAA glycogen mod,GoLoco inh red,GAA inh,GAA spleen mod,IMPase Li cell,HTT ATP protect
O=C(NC(=S)Nc1cccc2cccnc12)c1cccs1,5.6%[9.22 µM],-12.8%,9.8%,5.8%,2.6%,-2.0%,20.1%[10 µM]
COCc1nnc(NC(=O)CSc2ccc(C)cc2)s1,17.0%,0.3%,29.1%,-2.7%,7.2%,-2.6%[38.3 µM],-2.4%
O=C(NCc1cccc(CNC(=O)C(=O)NCc2ccco2)c1)C(=O)NCc1ccco1,23.4%,3.1%,1.2%,-8.3%,0.3%,6.6%,3.3%[10 µM]
CCC(=O)NC(=S)NNC(=O)c1ccc(NC(=O)c2ccccc2)cc1,-5.8%,-1.5%,-3.4%,3.3%,8.1%,5.7%,-15.5%
Cc1nn(CCCC(=O)Nc2nccs2)c(C)c1[N+](=O)[O-],-4.9%,5.4%,7.3%,2.4%,1.4%,1.6%,-24.8%
Cc1ccc(-c2nnc(SCc3ccc(C#N)cc3)n2Cc2ccco2)cc1,0.2%,-11.5%,9.9%,-8.9%,2.5%,8.5%[38.3 µM],-1.9%
CN(C)CCNC(=O)c1ccc(CS(=O)(=O)c2c(Cl)cccc2Cl)o1,1.0%,11.1%,-3.7%,-2.0%[15.4 µM],-6.7%,-4.6%[38.3 µM],3.4%
C/C(=N\N=C1\NC(=O)CC(C(=O)O)S1)c1ccc(F)cc1 (stereo not drawn),-3.7%,-3.3%,-3.2%,3.9%,-1.8%,0.7%,9.6%[10 µM]
CCn1cc([N+](=O)[O-])c(C(=O)Nc2c(C)nn(Cc3c(F)c(F)c(F)c(F)c3F)c2C)n1,-9.8%[9.22 µM],5.1%,7.4%,-1.7%,4.3%,-5.6%[38.3 µM],-0.2%
O=C1CN(C(=O)COc2ccc(F)cc2Cl)c2ccccc2N1,-1.7%[9.22 µM],3.0%,17.0%,nt,0.5%,nt,3.5%[10 µM]
CN(CCC#N)c1ccc(/C=C(\C#N)c2ccccn2)cc1,4.8%,-5.0%,4.1%,2.4%,-6.4%,1.4%,nt
CCC1(C)Cc2c(sc3nc(NN)n(C)c(=O)c23)CO1 (stereo not drawn),3.9%,13.8%,-9.6%,-10.0%,-2.2%,3.2%[38.3 µM],-15.8%
Cc1ccc(S(=O)(=O)c2ccc(Cl)cc2)cc1S(=O)(=O)NC(C)C(=O)O (stereo not drawn),-6.7%,2.4%,6.8%,4.0%,-1.8%,-3.4%,-3.7%[10 µM]
Cc1c(NC(=O)Nc2ccccc2Cl)c(=O)n(-c2ccccc2)n1C,-10.2%[9.22 µM],10.7%,-24.1%,nt,4.5%,4.8%,-15.3%[10 µM]
CCOC(=O)c1[nH]cnc1C(=O)NCc1ccccc1,-14.2%[9.22 µM],6.7%,-0.1%,4.0%[15.4 µM],-1.9%,nt,19.1%[10 µM]
Clc1ccc(Sc2oc(/C=N/n3cnnc3)cc2Br)cc1,4.3%,10.8%,nt,10.9%,-1.7%,nt,-5.0%[10 µM]
C=CCN1C(=O)CN=C1Nc1cc(C)cc(C)c1,-1.0%,-2.5%,3.1%,-7.2%,-5.9%,-3.7%[38.3 µM],-7.7%
Clc1ccc2c(NNc3ccccc3Cl)ccnc2c1,9.3%,3.7%,nt,3.7%,0.5%,nt,3.4%
FC(F)(F)c1ccccc1-c1nc(N2CCOCC2)c2ccccc2n1,nt,nt,20.6%,nt,12.4%,1.2%,12.6%
Cc1ccc(OCCCC(=O)Nc2ccc(Br)cc2)cc1,18.3%,2.0%,6.5%,-13.3%,-2.3%,16.6%[38.3 µM],-6.8%[10 µM]
CC(=O)N(C)c1ccc(NS(=O)(=O)c2cc(Cl)ccc2Cl)cc1,-15.2%[9.22 µM],17.4%,2.0%,-0.7%,1.9%,-0.6%,-18.2%
COc1ccc(N2C(=O)CCC(C(=O)NCCCN3CCC(C)CC3)C2c2ccc(OC)c(OC)c2)cc1 (stereo not drawn),2.0%,2.5%,2.9%,2.2%,-1.9%,0.2%,-40.6%[inhibitor]
COC(=O)c1ccccc1C[C@]1(C(=O)OC)C=C[C@H](C)[C@@H](c2ccccc2)N1C(=O)C(F)(F)F,nt,nt,2.4%,nt,-1.1%,10.5%,-17.9%
OC(CSc1ccccc1Cl)CN1CCN(c2ccccc2F)CC1 (stereo not drawn),-10.5%,-1.7%,8.8%,2.9%,-2.6%,-2.5%[38.3 µM],2.9%[10 µM]
Cc1cc(C(=O)COC(=O)c2ccc[nH]c2=O)c(C)n1CCc1ccc(F)cc1,-5.8%,26.2%,4.2%,-6.3%,7.2%,-5.2%,nt
Cc1cccc(-n2cc(C(=O)O)c(=O)cc2C)c1,1.6%,-6.8%,6.0%,2.6%,-1.8%,-4.1%,-10.8%
CCOc1ccc(C2C(C#N)=C(N)Oc3cc(C)n(CCN4CCOCC4)c(=O)c32)cc1OCC (stereo not drawn),2.8%,11.2%,1.9%,-0.8%,-15.8%,10.6%[38.3 µM],-1.8%
CCS(=O)(=O)CCSc1nc2ccccc2s1,3.5%,1.7%,9.3%,-3.3%,0.0%,-13.9%[38.3 µM],-12.3%[10 µM]
CCCc1[nH]n(-c2ccc([N+](=O)[O-])cc2)c(=O)c1C=NCCCn1ccnc1,5.6%[9.22 µM],14.2%,-4.2%,-1.1%,-8.2%,11.4%,5.9%[10 µM]
Cc1ccc(S(=O)(=O)CCSc2n[nH]c(=O)n2-c2ccc3c(c2)OCCO3)cc1,-10.3%[9.22 µM],2.7%,2.4%,nt,-16.8%,nt,5.6%[10 µM]
CCN(c1cccc(C)c1)S(=O)(=O)c1ccc(OC)c([N+](=O)[O-])c1,-6.9%[9.22 µM],-5.6%,-0.8%,?,1.7%,7.6%,2.2%[10 µM]
COc1ccccc1OCCn1cc(/C=C(\C#N)C(=O)NCc2ccco2)c2ccccc21,-7.3%,7.6%,15.4%,-9.3%,-0.4%,6.4%,-24.0%[10 µM]
CCNc1nc(NCC)nc(Oc2ccc(C(=O)OC)cc2)n1,0.0%[9.22 µM],0.6%,2.7%,nt,-0.4%,nt,13.4%[10 µM]
CCOC(=O)c1sc(NC(=O)CN(CC(C)C)CC(C)C)c(C(=O)OCC)c1C,-20.6%,-7.5%,-0.5%,?,-1.8%,28.7%[38.3 µM],12.9%
O=C(Nc1nc2ccccc2s1)c1cc(-c2ccccc2)nn1-c1ccccc1,5.5%,-5.6%,9.2%,-0.2%,-5.5%,-3.7%,6.3%[10 µM]
CCc1cc(-c2[nH]ncc2-c2ccc3c(c2)OCO3)c(O)cc1O,11.2µM*,?,13.7%,-4.2%,-4.7%,24.4%[38.3 µM],-24.2%
CCOc1ccc(NC(=O)CSc2nc(C)cc(C)n2)cc1,-4.7%,5.3%,16.7%,-6.3%,-5.6%,10.8%,15.9%[10 µM]
COc1ccc(C/C(C)=N/NC(=S)Nc2ccc(C(C)C)cc2)cc1,1.2%,-15.7%,-3.4%,3.1%,1.7%,2.9%,35.6%[10 µM]
Cn1c(=O)c2c(nc(N/N=C3\CCCc4ccccc43)n2Cc2ccc(F)cc2)n(C)c1=O,8.9%,6.9%,6.8%,?,-0.4%,10.3%,-10.2%[10 µM]
CC(C)OC(=O)c1cccnc1SCc1cc(=O)n2ccccc2n1,nt,-4.8%,-9.6%,2.7%,-6.6%,-2.3%[38.3 µM],-27.3%[0.074 µM]

# Brought forward from above: 2 entries, followed by the next part.
SMILES,HTT aggregate,GAA glycogen mod,GoLoco inh red,GAA inh,GAA spleen mod,IMPase Li cell,HTT ATP protect
Cn1c(=O)c2c(nc(N/N=C3\CCCc4ccccc43)n2Cc2ccc(F)cc2)n(C)c1=O,8.9%,6.9%,6.8%,?,-0.4%,10.3%,-10.2%[10 µM]
CC(C)OC(=O)c1cccnc1SCc1cc(=O)n2ccccc2n1,nt,-4.8%,-9.6%,2.7%,-6.6%,-2.3%[38.3 µM],-27.3%[0.074 µM]
Cc1ccc2cc(C(c3nnnn3Cc3ccccc3)N3CCN(c4ccccc4)CC3)c(=O)[nH]c2c1 (stereo not drawn),25.6%,2.2%,10.6%,-3.8%,-5.1%,30.4%[38.3 µM],-0.5%
Cn1c(Cn2nnc3ccccc32)nnc1SCC(=O)N1c2ccccc2CCc2ccccc21,-6.8%,-7.3%,-4.2%,-10.3%,1.9%,1.8%[38.3 µM],-11.7%[10 µM]
CCOC(=O)c1sc2nc(C)nc(SCC(=O)NC3CCS(=O)(=O)C3)c2c1C (stereo not drawn),12.1%,6.0%,37.9%[activator],-4.5%,0.3%,12.6µM*,-17.3%
COC(=O)c1ccc(COc2ccc(/C=N/Nc3cccc(C(=O)O)c3)cc2)cc1,0.7%[9.22 µM],-29.2%,4.3%,nt,-3.2%,nt,1.7%[10 µM]
COCCn1c(=O)c(-c2ccc(Cl)cc2)nc2cnc(Oc3cccc(Cl)c3)nc21,nt,nt,-2.0%,nt,-5.2%,-3.9%,8.9%
COC(=O)NCC(C)OC(=O)Nc1ccc(Cl)cc1 (stereo not drawn),-2.0%[9.22 µM],11.7%,11.5%,12.5%,3.6%,7.9%,-10.7%[10 µM]
COc1cccc(C2Oc3ccccc3C3CC(c4cccs4)=NN32)c1 (stereo not drawn),-1.0%[9.22 µM],?,31.7%[activator],nt,-1.1%,nt,-0.2%[10 µM]
O=C(NC1CCCC1)C(c1ccccc1)N(Cc1cccnc1)C(=O)Cc1cccs1 (stereo not drawn),30.7%[9.22 µM],7.9%,4.1%,6.0%,3.6%,11.7%,15.3%[10 µM]
COc1cc(CN2CCNC(=O)C2CC(=O)O)cc(OC)c1 (stereo not drawn),4.3%[9.22 µM],19.9%,16.1%,-6.5%,8.7%,-8.4%,7.2%[10 µM]
COc1ccc(-c2nnc3ccc(SCc4ccccc4)nn23)cc1,-7.7%[9.22 µM],6.5%,14.7%,nt,-1.7%,?,-23.1%[10 µM]
Cc1ccc(C)c2[nH]c(=O)c(CCNC(=O)C(C)C)cc12,-14.5%,0.7%,-4.7%,2.6%,0.3%,11.8%[38.3 µM],23.6%[10 µM]
CC(CCc1ccccc1)NC(=O)C(=O)NCCO (stereo not drawn),4.4%,10.9%,4.2%,-0.1%,3.8%,-16.0%[38.3 µM],16.2%
COc1cccc(C(=O)NNC(=O)CCC(=O)O)c1,-15.9%[9.22 µM],1.7%,13.8%,nt,1.8%,nt,-8.3%[10 µM]
CCOC(=O)C(NC(=O)CC)(Nc1ccc(S(N)(=O)=O)cc1)C(F)(F)F (stereo not drawn),-3.7%[9.22 µM],-4.2%,14.3%,nt,-0.3%,nt,11.9%[10 µM]
